HT1080 cytotoxicity: HT1080 cell viability loss – fluorescence readout (AID 620). HT1080 viability, fluorescence; higher % means a stronger effect. one-dose cytotoxicity, % at 10 µM; EC50 in µM for titrated hits. 87,000 compounds, 0.42% hits;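 also: cells exposed to compound overnight then 4 h with Alamar Blue; 0% = vehicle DMSO and 100% = killing control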
LYP phosphatase: LYP phosphatase inhibitors, primary screen, biochemical, DiFMUP fluorescence, recombinant catalytic domain, 10 µM (AID 606). 52,000 tested, under 10 active. one-dose inhibition, % at 10 µM; IC50 in µM for titrated hits. recombinant LYP catalytic domain, DiFMUP fluorescence; higher % means a stronger effect;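 active = IC50 under 40 µM in the dose-response test; inactive = IC50 of 40 µM or more, or never dose-tested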
Bfl-1 inhibitors: displacement of Bid BH3 peptide from Bfl-1 – biochemical, fluorescence polarization, FITC-Bid, mouse, primary screen (AID 432). FITC-Bid BH3 peptide fluorescence polarization displacement; higher % means a stronger effect. one-dose displacement, % at 20 µM; IC50 in µM for titrated hits. 64,000 compounds, 0.02% hits; in the data active = a potency from the dose series; inactive = the rest, 99 in 100 with displacement below about 15%; also: strong numbers were not always called active
Spn PMK inh: S. pneumoniae PMK inhibition; purified PMK, PK/LDH-coupled NADH absorbance 340 nm; inhibition, % at 10 µM; 65,000 compounds, 0.49% hits;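 active = top-ranked compounds by inhibition in the single 10 µM screen, taking a fixed number of the strongest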;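 also: 0% = full reaction with DMSO carrier and 100% = background rate without enzyme reaction; no value below 0 was filed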
HPDE-C7 cytotoxicity: cytotoxicity in HPDE-C7 cells, cell-based, fluorescence, HTS (AID 430); HPDE-C7 pancreatic duct cells viability, fluorescence; higher % means a stronger effect; cytotoxicity, % at 10 µM, or EC50 in µM where a hit was titrated; 63,000 compounds, 1.8% hits;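 also: cells exposed to compound for 48 hours before viability readout; 0% = vehicle and 100% = reference cytotoxic drug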
Spn MK inh: S. pneumoniae mevalonate kinase inhibition; purified MK, PK/LDH-coupled NADH absorbance 340 nm; inhibition, % at 10 µM; 65,000 compounds, 0.48% hits; AID 555;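 active = ranked among the strongest by inhibition in the single 10 µM screen, a fixed top-ranked set picked for dose follow-up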; also: no value below 0 was filed
Alkaline phosphatase: human TNAP enzyme inhibitors, biochemical, luminescent (AID 518) | 64,000 compounds, 0.09% hits | purified TNAP enzyme, luminescent substrate readout; higher % means a stronger effect | inhibition, % at 20 µM, or IC50 in µM where a hit was titrated; in the data active = a potency from the dose series; inactive = the rest, 99 in 100 with inhibition below about 22%;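 also: plate controls were vehicle for no effect and reference inhibitor for full effect; many of its hits are not listed in these tables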
DPM-DC inhibit: inhibitors of Streptococcus pneumoniae diphosphomevalonate decarboxylase | purified DPM-DC, PK/LDH coupled NADH fluorescence | calls only at 10 µM | 65,000 compounds, 0.49% hits;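 active = the 320 compounds with the highest percent inhibition in the single-dose primary screen, excluding strongly autofluorescent ones, cut at about 32% in these data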;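 also: kinetic rate of NADH fluorescence loss reporting ADP formed by the decarboxylase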
KRASV12 cytotoxicity: cytotoxicity in KRAS-transformed pancreatic duct cells, primary screen, cell-based, fluorescence, HTS (AID 431). one-dose cytotoxicity, % at 10 µM; EC50 in µM for titrated hits. HPDE-C7K KRASV12 cells, Alamar Blue viability, 48 h; higher % means a stronger effect. 63,000 compounds, 1.7% hits;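 active = compounds whose percent cytotoxicity in the single-dose primary screen, scaled between solvent and toxic-drug controls, exceeds 50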;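 also: 0% = DMSO solvent wells and 100% = doxorubicin-treated wells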
Spn PMK inh pilot replicates: further read-out of Spn PMK inh, marked with its call; inhibition, %; measured here: pilot screen replicates
Spn MK inh pilot replicates: recorded beside Spn MK inh, whose call it bears; inhibition, %; measured here: pilot screen replicates
DPM-DC inhibit pilot screen %: also measured in DPM-DC inhibit; calls as there; inhibition, %; measured here: pilot screen trials
An asterisk follows results filed as active; i = inactive; x = no result given. Rule as the data show it, unless noted: active = cytotoxicity above about 50%; inactive = the rest.

SMILES	HT1080 cytotoxicity	LYP phosphatase	Bfl-1 inhibitors	Spn PMK inh	HPDE-C7 cytotoxicity	Spn MK inh	Alkaline phosphatase	DPM-DC inhibit	KRASV12 cytotoxicity	others
COC(=O)c1ccc(NS(=O)(=O)c2ccc(OC)cc2)cc1	-7%	1%	4%	7	2%	3	6%	i	-10%
Cc1ccc(-c2nc3ncccn3c2NC2CCCC2)o1	x	12%	-1%	21	1%	3	14%	i	-4%
CCCOC(=O)C1=C(C)NC2=C(C(=O)C(C(=O)OC)C(C)C2)C1c1ccc(N(C)C)cc1 (stereo unspecified)	-4%	8%	-5%	9	-7%	9	15%	i	-3%
CC(C)Oc1ccc(NC(=O)C2CCCNC2=O)cc1 (stereo unspecified)	1%	12%	4%	8	x	7	6%	i	x
CCc1ccc2[nH]c(=O)c(CN(Cc3ccc(OC)cc3)Cc3nnnn3CCOC)cc2c1	-2%	4%	-6%	0	9%	9	16%	i	36%
COc1cccc(-c2nc3n(n2)C(c2ccccc2Cl)C(C(N)=O)=C(C)N3)c1 (stereo unspecified)	4%	7%	5%	1	6%	9	27%	i	8%	Spn PMK inh pilot replicates=4.5;Spn MK inh pilot replicates=0.0;DPM-DC inhibit pilot screen %=0.0
COc1nnc(-c2ccc(N3CCCCC3)c(N)c2)c2ccccc12	-11%	x	x	9	x	17	x	i	x
CCN(CCO)C1CC(=O)N(c2ccccc2C)C1=O (stereo unspecified)	1%	-10%	0%	7	-15%	0	2%	i	-14%	Spn PMK inh pilot replicates=4.5;Spn MK inh pilot replicates=0.0;DPM-DC inhibit pilot screen %=4.0
N#C/C(=C\c1ccco1)Sc1nc2ccccc2s1	10%	-4%	-4%	5	55%*	0	16%	i	44%
O=C(C1CCCN(S(=O)(=O)c2ccccc2)C1)N1CCN(c2ncccn2)CC1 (stereo unspecified)	1%	7%	-9%	5	-3%	0	8%	i	-5%
COc1cccc(-n2nnc3c(=O)n(CC(=O)NC4CCCC4)cnc32)c1	10%	17%	-8%	10	4%	0	9%	i	1%
O=C(c1ccccn1)N1CCN(c2ccc(C(F)(F)F)cn2)CC1	-2%	x	-6%	1	-35%	8	-4%	i	-28%
O=C1CSC(c2ccccn2)N1c1cccc(Cl)c1 (stereo unspecified)	-1%	2%	-9%	21	-22%	8	12%	i	-8%
c1ccn2c(Cc3nnc4ccccn34)nnc2c1	-2%	-11%	-3%	10	4%	0	4%	i	4%
O=C(Oc1cccc2ccccc12)c1ccco1	-8%	2%	-8%	0	9%	7	3%	i	18%
CCC(=O)Nc1ccc(NC(=O)CSc2nnc(C(C)C)n2C)cc1	-10%	9%	0%	4	0%	15	4%	i	-12%
Cc1nnc(NC(=O)c2ccccc2F)s1	-5%	x	-4%	13	-28%	15	8%	i	16%	Spn PMK inh pilot replicates=0.0;Spn MK inh pilot replicates=0.0;DPM-DC inhibit pilot screen %=1.0
O=C(Nc1ccccc1)N1CCC(c2ccccc2)C1 (stereo unspecified)	-1%	x	-2%	9	0%	2	19%	i	11%	Spn PMK inh pilot replicates=4.5;Spn MK inh pilot replicates=0.5;DPM-DC inhibit pilot screen %=0.0
COc1cc(NC(=O)C2CC2)c(C(=O)O)cc1OC	-3%	x	-8%	0	7%	3	9%	i	-18%
CCOC(=O)Cn1c2c(c(=N)c3c1CCC3)CCC2	2%	7%	5%	8	-3%	5	10%	i	-11%
COc1cccc(C2=NOC(C(=O)Nc3cccc(C(C)=O)c3)C2)c1 (stereo unspecified)	-2%	-7%	-2%	10	-12%	2	6%	i	-9%
CCCCN(C)CCNC(=O)Cn1c(=O)sc2ccccc21	-2%	8%	3%	5	-2%	4	3%	i	5%
O=C(c1cccc(C(=O)N2CCN(c3ccc(F)cc3)CC2)c1)N1CCN(c2ccc(F)cc2)CC1	1%	14%	-1%	3	2%	2	12%	i	3%	Spn PMK inh pilot replicates=0.5;Spn MK inh pilot replicates=0.0;DPM-DC inhibit pilot screen %=0.0
O=C(NCC1CCCO1)C1CCN(S(=O)(=O)Cc2ccccc2)CC1 (stereo unspecified)	2%	3%	-3%	21	3%	0	4%	i	-2%
O=C(NC1CCCCC1)N(Cc1ccc(F)cc1)Cc1nc2ccccc2c(=O)[nH]1	2%	4%	-1%	18	-14%	0	19%	i	-2%	Spn PMK inh pilot replicates=6.5;Spn MK inh pilot replicates=1.0;DPM-DC inhibit pilot screen %=2.5
Cc1c(C(=O)O)sc2ncnc(N3CCCCC3C)c12 (stereo unspecified)	x	3%	-2%	5	10%	5	11%	i	0%
Cc1cc(NC(=O)CSc2ccc3nnc(-c4ccc(F)cc4)n3n2)no1	-14%	3%	-3%	13	-8%	0	10%	i	5%
Cc1ccc(-c2noc(-c3ccccc3C(=O)N3CCCC3)n2)cc1	18%	-8%	-2%	3	-25%	7	10%	i	-23%
COc1ccc(CCNC(=O)C2CCN(c3nn4c(=O)cc(C)nc4s3)CC2)cc1OC	-1%	-10%	-2%	19	-9%	0	4%	i	-1%
CCN=C(NCC)SC1CC(=O)N(c2cccc(OC)c2)C1=O (stereo unspecified)	-9%	10%	-7%	13	x	7	7%	i	x

By substructure, those above containing an aryl thioether with sulfur outside any ring
SMILES	HT1080 cytotoxicity	LYP phosphatase	Bfl-1 inhibitors	Spn PMK inh	HPDE-C7 cytotoxicity	Spn MK inh	Alkaline phosphatase	DPM-DC inhibit	KRASV12 cytotoxicity	others
N#C/C(=C\c1ccco1)Sc1nc2ccccc2s1	10%	-4%	-4%	5	55%*	0	16%	i	44%
CCC(=O)Nc1ccc(NC(=O)CSc2nnc(C(C)C)n2C)cc1	-10%	9%	0%	4	0%	15	4%	i	-12%
Cc1cc(NC(=O)CSc2ccc3nnc(-c4ccc(F)cc4)n3n2)no1	-14%	3%	-3%	13	-8%	0	10%	i	5%

More results
SMILES	HT1080 cytotoxicity	LYP phosphatase	Bfl-1 inhibitors	Spn PMK inh	HPDE-C7 cytotoxicity	Spn MK inh	Alkaline phosphatase	DPM-DC inhibit	KRASV12 cytotoxicity	others
COc1cc2c(cc1OC)C1=C(C#N)CN(CC(=O)O)CN1CC2	-7%	9%	-3%	5	-4%	0	2%	i	6%
O=C1CN(C(=O)CCN2CCOCC2)C(c2ccccc2)c2cc(Br)ccc2N1 (stereo unspecified)	-7%	9%	2%	0	6%	0	7%	i	14%
CC(C)Oc1ccc(C2c3c(oc4ccccc4c3=O)C(=O)N2CCCN2CCOCC2)cc1 (stereo unspecified)	-23%	2%	-2%	14	2%	3	3%	i	-7%
CCSc1nnc([C@@H]2CCCN2C(=O)OC(C)(C)C)o1	28%	12%	-10%	4	-15%	9	12%	i	-8%
Fc1cccc(Cl)c1-c1nnc2ccc(N3CCOCC3)nn12	1%	x	-9%	12	-2%	7	8%	i	1%
O=C(NCC1CC1)C1CCCN(S(=O)(=O)c2ccc(-n3cnnn3)cc2)C1 (stereo unspecified)	-19%	1%	-4%	19	0%	8	-9%	i	-1%
C=CCSc1nnc(NC(=O)CSc2nnc(C)s2)s1	10%	2%	-3%	0	-2%	9	8%	i	13%
CCOC(=O)C1CCCN(Cc2nc(N)nc(Nc3ccc(OC)cc3)n2)C1 (stereo unspecified)	-2%	-4%	0%	5	-9%	5	4%	i	-8%
O=C(Nc1ccc(Br)cc1)C1CCCN1S(=O)(=O)c1cccs1 (stereo unspecified)	x	12%	-6%	14	4%	1	7%	i	1%
CCNC(=O)CSc1nc2cc(OC)c(OC)cc2c(=O)n1CCC1=CCCCC1	0%	-3%	5%	14	-2%	6	1%	i	-4%
O=C(NCc1ccc(F)cc1)c1cnc2n(c1=O)CCS2	-7%	15%	-2%	0	-4%	2	9%	i	3%
O=C(CCN(CCO)Cc1ccccc1)Nc1ccc(Br)cc1	8%	5%	-3%	15	-5%	10	8%	i	-7%
O=C(c1coc2ccc(O)c(CN3CCOCC3)c12)C1CC1	-3%	x	-6%	13	x	13	12%	i	x
O=C(COC(=O)C1CC(=O)N(C2CCCCC2)C1)c1ccc(F)cc1 (stereo unspecified)	x	0%	2%	4	-16%	5	3%	i	-9%
N#Cc1c2c(c(=S)n(-c3ccccc3)c1N)CCCC2	-2%	5%	17%	1	2%	0	3%	i	0%
CNC(=O)c1cc2cc(Cl)cc(OC)c2oc1=O	2%	11%	-1%	4	6%	3	6%	i	0%
O=c1c(/C=N/O)c(Nc2ccccc2)nc2ccccn12	-7%	21%	0%	12	-3%	1	13%	i	-7%
O=C(NCCCN1CCOCC1)c1cc2cc(Cl)cc(Cl)c2oc1=O	0%	x	-2%	2	8%	0	8%	i	4%
Cc1onc(-c2ccccc2)c1C(=O)Nc1sc2c(c1C(N)=O)CCC2	-3%	2%	-4%	0	-5%	0	13%	i	-6%	Spn PMK inh pilot replicates=0.0;Spn MK inh pilot replicates=0.0;DPM-DC inhibit pilot screen %=5.0
O=C(CSc1nc2ccccc2c(=O)n1Cc1ccc(C(=O)NC2CC2)cc1)NCc1ccco1	0%	x	-5%	14	-11%	10	6%	i	1%
CCc1nnc(NC(=O)C(C)N2C(=O)C3C4C=CC(C4)C3C2=O)s1 (stereo unspecified)	2%	4%	4%	9	-20%	8	10%	i	-8%
CCOc1cc(S(=O)(=O)NCCN2CCOCC2)c(C)cc1C	4%	1%	1%	0	-27%	6	0%	i	-18%
CCn1nnc(NC(=O)C(C)Oc2ccc(Cl)cc2Cl)n1 (stereo unspecified)	14%	11%	-9%	16	8%	13	13%	i	32%
COc1ccc(N2CCN(S(=O)(=O)c3ccc(Cl)c(C(F)(F)F)c3)CC2)cc1	15%	-5%	-5%	7	4%	0	5%	i	0%
CCCn1nc(NC(=O)c2ccncc2)c2cc3ccccc3nc21	35%	x	-9%	9	12%	4	12%	i	4%
CCc1c(C)c2c(C)nn(-c3ccccc3)c2[nH]c1=O	8%	-4%	4%	11	-9%	5	10%	i	-6%	Spn PMK inh pilot replicates=3.5;Spn MK inh pilot replicates=0.0;DPM-DC inhibit pilot screen %=5.0
COc1cc2c(=O)n(Cc3ccccc3)c(=O)n(CC(=O)C(C)(C)C)c2cc1OC	6%	x	7%	3	-18%	9	10%	i	-1%
Cc1c(S(=O)(=O)N2CCN(C(=O)c3ccco3)CC2)c(=O)n(C)c(=O)n1C	2%	-5%	-4%	7	-16%	4	3%	i	-10%
O=c1c2ccccc2nc(N2CCN(c3ccccc3)CC2)n1Cc1ccccc1	-9%	-9%	3%	11	-5%	8	8%	i	-7%
CC(C)CCn1cnc2c(c1=O)c1nc3ccccc3nc1n2Cc1ccc2c(c1)OCO2	-18%	x	4%	2	0%	2	0%	x	-4%
CC1CCC(NC(=O)C2(C)CCC(=O)N2Cc2cccnc2)CC1 (stereo unspecified)	-1%	7%	-4%	3	4%	2	20%	i	-1%	Spn PMK inh pilot replicates=0.0;Spn MK inh pilot replicates=0.0;DPM-DC inhibit pilot screen %=0.0

Source: PubChem
